# Assay outcomes (PubChem)
# PAFAH2 inh – inhibitors of human PAFAH2 | inhibition, % at 3.39 µM | 0.99% of 340,000 active | recombinant PAFAH2, FP-rhodamine activity probe, fluorescence polarization;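 active = inhibition above the mean over all tested compounds plus 3 SD, cut at about 30% in these data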;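 also: inhibitors block probe labeling of enzyme so polarization drops; 0% = enzyme with DMSO and 100% = wells lacking PAFAH2 protein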
# LYPLA1 inh – LYPLA1 (human) inhibition in PME1 counter-screen; O75608; recombinant LYPLA1, FP-Rh probe fluorescence polarization; inhibition, % at 5.9 µM; 0.16% of 320,000 active;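 active = inhibition above the mean of all tested compounds plus 3 SD, set per campaign, cut at about 14% in these data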;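 also: inhibitors block serine hydrolase probe labeling of LYPLA1 so polarization falls; 0% = enzyme with DMSO and 100% = wells lacking LYPLA1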
# PAD4 FP inh – blocks human protein arginine deiminase 4 | Q9UM07 | recombinant PAD4, RCA probe fluorescence polarization | inhibition, % at 6.36 µM | 0.41% of 330,000 active;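 active = percent inhibition above a cutoff equal to the mean of all tested compounds plus 3 SD, cut at about 15% in these data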;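 also: 0% = PAD4 with RCA probe and DMSO and 100% = probe without PAD4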
# Target sequence (Q9UM07 whole entry, looked up): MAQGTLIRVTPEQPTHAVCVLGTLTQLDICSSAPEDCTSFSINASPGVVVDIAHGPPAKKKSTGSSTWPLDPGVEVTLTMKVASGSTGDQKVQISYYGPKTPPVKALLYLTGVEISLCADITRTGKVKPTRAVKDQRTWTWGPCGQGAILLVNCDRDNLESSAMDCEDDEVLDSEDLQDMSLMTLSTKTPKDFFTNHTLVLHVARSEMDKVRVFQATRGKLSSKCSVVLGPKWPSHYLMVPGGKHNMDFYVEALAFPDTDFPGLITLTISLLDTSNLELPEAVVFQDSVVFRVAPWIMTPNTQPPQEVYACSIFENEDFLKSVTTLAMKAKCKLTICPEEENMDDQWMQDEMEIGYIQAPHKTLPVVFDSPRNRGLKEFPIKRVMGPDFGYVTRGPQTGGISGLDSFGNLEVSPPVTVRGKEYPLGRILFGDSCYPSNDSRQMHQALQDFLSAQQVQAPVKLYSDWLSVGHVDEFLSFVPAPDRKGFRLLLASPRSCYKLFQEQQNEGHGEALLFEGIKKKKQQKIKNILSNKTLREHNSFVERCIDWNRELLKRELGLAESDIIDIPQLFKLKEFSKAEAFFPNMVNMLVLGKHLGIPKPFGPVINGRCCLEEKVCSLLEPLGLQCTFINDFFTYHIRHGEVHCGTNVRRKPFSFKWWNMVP
# PAFAH1B3 inh – blocks human PAF acetylhydrolase 1B catalytic subunit 3; 0.28% of 340,000 active; inhibition, % at 3.39 µM; recombinant PAFAH1B3, FP-rhodamine probe, fluorescence polarization; Q15102;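 active = inhibition above the screen-wide average of all tested compounds plus 3 SD, cut at about 25% in these data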;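 also: 0% = enzyme with DMSO only and 100% = wells lacking PAFAH1B3 protein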
# PREPL inh – inhibits the human prolyl oligopeptidase-like enzyme | Q4J6C6 | recombinant PREPL, fluorescence polarization activity-based probe | inhibition, % at 5.96 µM | 0.68% of 320,000 active; in the data active = inhibition above about 43%;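 also: 0% = enzyme with DMSO and 100% = wells lacking enzyme; many of its hits are not listed in these tables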
# GSTO1 inh – blocks human GSTO1 in RBBP9 counter-screen. P78417. recombinant GSTO1, activity-based probe fluorescence polarization. inhibition, % at 5.96 µM. 1.1% of 300,000 active. AID 1974;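 active = inhibition above the campaign mean inhibition plus 3 SD, cut at about 35% in these data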;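 also: 0% = GSTO1-1 with DMSO and 100% = wells lacking GSTO1-1 enzyme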
# ZTA DNA inh – ZTA (EBV) inhibition in EBNA-1 counter-screen | AID 2234 | P03206 | 0.15% of 320,000 active | inhibition, % at 11 µM | ZTA-DNA binding, fluorescence polarization; in the data active = inhibition above about 33%
# LYPLA2 inh – blocks human lysophospholipase 2, a PME1 counter-screen; AID 2177; 0.38% of 320,000 active; inhibition, % at 5.9 µM; O95372; recombinant LYPLA2, FP-Rh probe fluorescence polarization;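 active = inhibition above the screen-wide mean plus 3 SD, limit set per campaign, cut at about 26% in these data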;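 also: 0% = LYPLA2 with DMSO and 100% = wells lacking LYPLA2 enzyme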
# Target sequence (O95372 whole entry, looked up): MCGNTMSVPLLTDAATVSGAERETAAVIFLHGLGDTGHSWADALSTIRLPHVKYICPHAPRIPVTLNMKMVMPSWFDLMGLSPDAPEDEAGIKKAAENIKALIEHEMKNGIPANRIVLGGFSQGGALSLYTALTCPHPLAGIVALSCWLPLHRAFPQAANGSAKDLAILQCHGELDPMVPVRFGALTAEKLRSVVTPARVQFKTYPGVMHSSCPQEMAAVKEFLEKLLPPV
# EBNA-1 inhibitor – blocks EBNA-1 binding to DNA | inhibition, % at 14.8 µM | EBNA-1 DNA binding, fluorescence polarization | 0.34% of 300,000 active; in the data active = inhibition above about 28%
# * marks the source's active call; other numbers are inactive results; · = no result given. The list is partial; rates above refer to the full screens.
SMILES,PAFAH2 inh,LYPLA1 inh,PAD4 FP inh,PAFAH1B3 inh,PREPL inh,GSTO1 inh,ZTA DNA inh,LYPLA2 inh,EBNA-1 inhibitor
O=C1CCC(C(=O)NCc2ccc3c(c2)OCO3)N1 (configuration not stated),-6,0,-4,1,8,-9,2,2,-9
Cc1ccc(C(CC(=O)c2ccco2)SCCO)cc1 (configuration not stated),-8,0,2,-1,-10,-3,-7,-2,-12
COc1ccc(-c2noc(CSc3nc4ccccc4c(=O)n3-c3ccccc3)n2)cc1,-6,-5,0,2,0,2,11,-2,4
CCOC(=O)c1ccc(NC(=O)CC2SCCNC2=O)cc1 (configuration not stated),-6,-2,1,-1,5,5,15,8,3
COC(=O)/C=C1\SC(=NC(=O)c2cccc(Cl)c2)NC1=O,-2,-1,-3,5,5,-31,-11,1,6
COCc1cccc(C2=CC(=O)C[C@H](c3ccc(OC)cc3)C2)c1,2,-1,1,-3,5,·,1,12,·
CC(=O)N(C)c1ccc(NC(=O)C(Sc2ccccc2)c2ccccc2)cc1 (configuration not stated),·,-2,-9,·,-98,-13,0,-3,-14
Cc1ccc(C(=O)OCC(=O)NNC(=O)COc2ccc(Cl)cc2)c(O)c1,-5,1,-1,7,-4,2,-6,-4,8
CC[C@@](C)(NS(=O)(=O)OCC(Cl)(Cl)Cl)c1ccccc1,-6,0,-5,3,-9,-3,-10,8,-1
O=C(Nc1ccc2c(c1)OCCO2)C1CCCC1,4,0,-3,9,0,·,0,-1,·
Cc1nc(-c2ccccn2)nc(SCC(=O)c2ccc(F)cc2)c1Cl,4,-2,-2,2,12,0,10,-1,-7
CN(Cc1ccccc1)C(=O)COC(=O)Cn1cnc2ccccc21,9,-2,-1,11,-6,2,1,3,-2
Cc1ccc(NC(=S)N(CCN(C)C)C(C)c2cccnc2)cc1 (configuration not stated),7,0,0,2,-5,11,1,2,7
O=C(NC1CCS(=O)(=O)C1)c1cccc(S(=O)(=O)N2CCOCC2)c1 (configuration not stated),1,1,-5,12,22,1,-17,1,-7
CC12CCC(=O)N1C(C(=O)NNC(=O)c1ccc(Cl)cc1)CS2 (configuration not stated),-7,-4,5,8,10,·,-5,-6,·
COCCN(C(=O)COC(=O)c1ccccc1NCc1ccco1)c1c(N)n(Cc2ccccc2)c(=O)[nH]c1=O,-6,1,1,7,-11,6,5,-3,16
COc1ccccc1[C@]1(C)ON(c2ccccc2C(F)(F)F)C1=O,-4,1,7,2,14,·,-5,1,·
O=c1[nH][nH]c2nc(C(F)(F)F)cc(C(F)(F)F)c12,4,-2,-2,17,16,3,-7,0,7
O=C(Cc1ccccc1)Nc1ccc(SC(F)F)cc1,-5,2,-2,3,-5,0,3,-4,12
O=C(CSc1ccc(Cl)cc1)NN=C1CCCCCC1,5,-1,-2,9,-18,1,-6,-7,-14
Cc1c(NC(=O)c2c([N+](=O)[O-])cnn2C)c(=O)n(-c2ccccc2)n1C,3,-4,-3,-2,-3,-1,9,-4,-3
Cn1c(=O)c2c(nc(NCc3ccc4c(c3)OCO4)n2Cc2ccccc2Cl)n(C)c1=O,-2,0,-6,2,-4,7,-17,5,-7
Cc1ccc([N+](=O)[O-])cc1S(=O)(=O)N1CCCCC1C(=O)O (configuration not stated),5,-2,-1,0,3,6,-8,-6,-10
CCOc1ccc(S(=O)(=O)N2CCN(C(=S)NCC3CCCO3)CC2)cc1 (configuration not stated),3,6,-2,1,6,3,-8,8,10
COc1ccccc1NC(=S)c1ccccc1,-3,-2,1,2,-4,4,-6,2,-5

# (next part)
SMILES,PAFAH2 inh,LYPLA1 inh,PAD4 FP inh,PAFAH1B3 inh,PREPL inh,GSTO1 inh,ZTA DNA inh,LYPLA2 inh,EBNA-1 inhibitor
COc1ccc(NC(=O)c2cc(-c3ccccn3)nc3ccccc23)cc1S(=O)(=O)N(C)C,-11,-5,-7,4,-5,·,4,-6,·
COc1ccc(CN2CN(S(=O)(=O)c3ccccc3)c3nc4ccccc4nc32)cc1,2,-3,-4,-1,-3,7,-3,-6,10
Oc1c(Cl)cc(Cl)c(Cl)c1Cc1c(O)c(Cl)cc(Cl)c1Cl,49*,-11,-2,19,18,11,9,5,10
COc1ccc(CCNC(=S)NCc2cccs2)cc1OC,1,2,2,11,14,-6,5,10,1
COC(=O)c1cccc(NC(=O)C(C)N2C(=O)c3ccccc3C2=O)c1 (configuration not stated),2,-2,-1,5,-12,5,-8,5,-5
COc1ccc(S(=O)(=O)N2CCCCCC2)cc1C(=O)N(C)Cc1ccc(Cl)cc1Cl,7,-2,4,-1,34,3,12,-2,5
CN1CCN(C(=O)/C(=C\c2ccc3c(c2)OCO3)NC(=O)c2cccs2)CC1,1,-3,-5,3,6,-5,14,-2,2
O=C(Nc1ccc(Cl)cc1)c1cc(S(=O)(=O)N2CCOCC2)cs1,-4,-9,2,3,-1,-3,-10,2,0
Cc1ccc(-c2nnn(CC(=O)N(Cc3ccccc3F)C(C(=O)NC3CCCC3)c3ccncc3)n2)o1 (configuration not stated),20,1,0,2,-18,4,-1,-1,-18
CCc1cc(=O)oc2cc(OCC(N)=O)c(Cl)cc12,-1,1,-3,1,0,2,1,3,-8
N/C(=N\OC(=O)Cc1ccccc1)c1cccnc1,11,1,-5,5,12,2,0,0,-8
COc1ccc([N+](=O)[O-])cc1NC(=O)CCc1ccccc1,-8,3,2,-3,-7,-5,-22,6,-5
CC(C)(C)NC(=O)NC(=O)COc1ccccn1,-7,2,-1,-3,2,1,-8,9,-14
O=C(NCCCn1ccnc1)/C(=C/c1ccco1)NC(=O)c1ccco1,1,2,1,1,1,-3,13,-1,6
Cc1ccc(NS(=O)(=O)c2ccc(-c3coc(C)n3)cc2)c(C)c1,-12,1,-4,4,-7,2,-5,2,-4
CN(C)c1cccc(C(=O)OC(C(=O)Nc2ccc([N+](=O)[O-])cc2Br)c2ccccc2)c1 (configuration not stated),-3,0,-5,-5,-3,3,2,-2,5
O=S(=O)(NCC1CCCO1)c1cc(Cl)ccc1Cl (configuration not stated),7,-4,0,-1,8,0,4,-1,3
O=C(c1ccccc1)c1ccc(-n2ccnc2)c([N+](=O)[O-])c1,-1,0,-4,6,6,1,-4,-2,12
CC1CN(C(=O)COC(=O)c2ccc(N)c([N+](=O)[O-])c2)CC(C)O1 (configuration not stated),1,-1,-3,2,2,-6,2,-5,1
COC(=O)c1ccc(CNC(=O)CSc2nnc(COc3ccccc3)n2C)o1,-6,1,1,3,5,5,-1,-1,6
O=C(Nc1ccc(Sc2ccc(Br)cc2)cc1)c1ccco1,-16,-21,-4,-5,6,-4,8,-36,11
O=S(=O)(c1cc(Cl)sc1Cl)N1CCCC1,9,-2,1,5,-2,10,-10,0,4
COc1ccc(C2C(C#N)=C(C)NC3=C2C(=O)c2ccccc23)cc1 (configuration not stated),1,-1,-10,1,6,-8,-5,0,-18
CCc1ccc(/C=C2/SC(=S)N(CCC(=O)Nc3cccnc3)C2=O)cc1,-6,0,2,-1,8,0,-7,4,1
COc1ccc(C(=O)NCc2oc(-c3ccccc3)cc2C(=O)O)cc1,1,3,-3,-1,7,-8,-6,-1,-20

# Whole records as entered above. Screens in order: PAFAH2 inh	LYPLA1 inh	PAD4 FP inh	PAFAH1B3 inh	PREPL inh	GSTO1 inh	ZTA DNA inh	LYPLA2 inh	EBNA-1 inhibitor
# `COc1ccc([N+](=O)[O-])cc1NC(=O)CCc1ccccc1` is entered as -8	3	2	-3	-7	-5	-22	6	-5
# `O=S(=O)(c1cc(Cl)sc1Cl)N1CCCC1` is entered as 9	-2	1	5	-2	10	-10	0	4
# `N/C(=N\OC(=O)Cc1ccccc1)c1cccnc1` is entered as 11	1	-5	5	12	2	0	0	-8
# `CCc1cc(=O)oc2cc(OCC(N)=O)c(Cl)cc12` is entered as -1	1	-3	1	0	2	1	3	-8
# `CC1CN(C(=O)COC(=O)c2ccc(N)c([N+](=O)[O-])c2)CC(C)O1` (configuration not stated) is entered as 1	-1	-3	2	2	-6	2	-5	1

# (cont.)
SMILES,PAFAH2 inh,LYPLA1 inh,PAD4 FP inh,PAFAH1B3 inh,PREPL inh,GSTO1 inh,ZTA DNA inh,LYPLA2 inh,EBNA-1 inhibitor
O=C(c1cc(-c2cccs2)nc2ccccc12)N1CCN(c2ccccc2)CC1,4,-3,0,7,-41,-2,-6,-5,6
Cc1cc(NCc2ccccc2Cl)n2nnnc2n1,8,-3,2,2,31,-4,11,0,1
CC(C)CNC(=O)c1ccc(NC(=O)c2cccs2)cc1,0,2,-3,1,3,-2,-15,7,1
CCOC(=O)C(CC)(CC)C(=O)/C=C/c1ccc(OC)cc1,8,0,2,2,1,-10,0,-9,-11
CCC(=O)N1CCc2cc(Br)cc(S(=O)(=O)CCC(=O)NCCc3ccccc3)c21,1,0,-5,7,9,1,2,-4,9
Cc1cc(NC(=O)CSc2ccc3nnc(-c4ccc(Cl)cc4)n3n2)no1,6,0,5,1,-16,0,18,3,-8
C[C@@]12C(=O)N(CC3CC3)CC(=O)N1[C@H](/C=C/c1ccccc1)[C@@H]1C(=O)N(c3ccccc3)C(=O)[C@@H]12,-1,0,1,9,-1,0,-25,1,7
COCCCN1CC(=O)N2C(c3ccc(C)cc3)c3[nH]c4ccccc4c3C[C@H]2C1=O (some centres not stated),-2,-5,-3,8,-5,-1,1,-3,1
S=c1[nH]ncn1/N=C/c1ccccc1,-2,2,-3,-4,4,-6,6,-3,-6
CCOc1ccc(-c2nc(-c3cccs3)c(CC(=O)O)s2)cc1OC,-2,6,-4,1,9,10,-29,13,-5
O=C(CSc1nc2ccccc2s1)CSc1nc2ccccc2s1,-6,-6,-14,4,7,4,13,-1,1
O=C(/C=C/C=C/c1ccccc1)c1ccco1,0,8,2,3,9,9,25,0,10
CCOc1ccc(NC(=S)N2CCN(C/C=C/c3ccccc3)CC2)cc1,-3,-1,3,10,16,7,-9,4,6
CC1(C)CC(=O)C(C=NCCCN2CCCC2=O)=C(O)C1,5,-3,3,6,-2,4,-13,3,-6
CN(C)c1ccc(/C=C(/NC(=O)c2ccccc2)C(=O)N/N=C/c2ccc([N+](=O)[O-])c(O)c2)cc1,9,2,-4,3,12,24,-10,2,-2
CC(C)(C)c1ccc(-c2nc(NCc3cccnc3)c3ccccc3n2)cc1,-11,-21,1,-5,25,-19,5,-38,3
Cc1ccc(C2=NN(CC(=O)NCc3ccco3)C(=O)CC2)cc1,-4,2,0,12,-2,2,8,1,7
CC1CCc2sc(C(=O)OCC(=O)NCc3ccc(F)cc3)cc2C1 (configuration not stated),46*,3,-6,9,5,-4,-6,-2,-1
Cc1ccc(NC(=O)Nc2cnccn2)c(C)c1,7,-2,-5,-4,-5,4,0,-6,-9
COc1ccc(-n2nc(C(=O)NCC(=O)N3CC(C)CC(C)C3)c3ccccc3c2=O)c(OC)c1 (configuration not stated),-2,0,-1,1,4,4,-7,1,-7
CCOC(=O)N1CCN(CC(=O)Nc2nnc(C(F)(F)F)s2)CC1,5,-1,2,0,14,-6,-11,-2,-6
O=C1COc2ccc(C(=O)COC(=O)Cc3ccc(F)cc3)cc2N1,6,0,1,4,7,-13,3,-2,-1
Cc1ccc(S(=O)(=O)N2CCCCC2)cc1NC(=O)CSc1ncccn1,10,1,-1,6,2,·,-4,0,·
COc1ccc2[nH]c(=O)c(CNc3ccccc3OC)cc2c1,3,2,-4,1,16,9,9,1,2
COC(=O)[C@@H](NC(=O)NC1CCCCC1C)C(C)C (some centres not stated),12,-2,-4,1,4,3,0,1,-10
COC(=O)/C(C#N)=C/c1c(Oc2cccc(C)c2)nc2ccccn2c1=O,7,-4,-3,5,0,1,11,-2,-1
COc1c2c(c(C)c3c1C(=O)OC3)O[C@@]1(C)CC[C@@]3(O)C(C)(C)OC(=O)CC[C@]3(C)[C@H]1C2,-1,-1,2,8,8,7,8,4,6
Cc1sc(NC(=O)CSc2nnc(C(C)C)n2C)c(C#N)c1C,-3,-2,3,-1,16,16,-6,2,12
